# GAA spleen mod = lysosomal alpha-glucosidase (human) modulation; human spleen homogenate, 4-MU-alpha-glucoside fluorescence; Potency, µM (highest dose often 79.9 µM), inactives show top-dose activity change, negative = inhibition, most hits filed as inhibitors; AID 2112; P10253; actives 0.006% (n = 240,000);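 note: 0% = enzyme with vehicle and -100% = no enzyme basal signal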
#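 Compounds were titrated against alpha-glucosidase in spleen homogenate at pH 5.0, with 1 mM 4-methylumbelliferyl substrate for 40 min at 37 C. Reactions were quenched with pH 10 NaOH/glycine and fluorescence measured.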
# aGal spleen mod = inhibits or activates alpha-galactosidase in human spleen homogenate; P06280; Potency, µM (top dose mostly 80 µM), for inactives: top-dose activity change, negative = inhibition, most hits filed as inhibitors; actives 0.008% (n = 240,000); human spleen homogenate, 4MU-alpha-Gal fluorescence, 40 min;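 note: 0% = enzyme with vehicle and -100% = no enzyme basal signal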
# Target sequence (P06280 32-429 limits assumed): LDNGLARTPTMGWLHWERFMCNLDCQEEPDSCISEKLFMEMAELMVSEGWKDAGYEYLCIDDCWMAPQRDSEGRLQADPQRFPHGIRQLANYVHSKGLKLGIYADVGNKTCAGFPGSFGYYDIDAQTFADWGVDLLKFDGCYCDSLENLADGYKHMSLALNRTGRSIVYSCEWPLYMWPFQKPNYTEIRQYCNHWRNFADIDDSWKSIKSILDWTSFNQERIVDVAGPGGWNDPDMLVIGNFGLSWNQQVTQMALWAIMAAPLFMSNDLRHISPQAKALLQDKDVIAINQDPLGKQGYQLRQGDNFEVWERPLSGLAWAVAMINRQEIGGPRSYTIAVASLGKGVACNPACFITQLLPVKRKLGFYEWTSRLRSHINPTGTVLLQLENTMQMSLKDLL
#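 Fluorogenic readout (Ex 365/Em 440 nm) of 4-methylumbelliferone released from 1 mM 4-MU-alpha-galactoside by spleen homogenate, 40 min at 37C, pH 5.0. Data normalized to no-enzyme and enzyme controls; Hill-equation AC50 from compound titrations.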
# GoLoco inh red = inhibitors of human Gai1-RGS12 GoLoco interaction (red fluorophore); P63096; Gai1:RGS12 GoLoco peptide FP, rhodamine, 10 min; Potency, µM (top dose mostly 61.6 µM), inactives show at the highest dose activity, negative = inhibition, usual class: inhibitors; actives 0.44% (n = 230,000); AID 880; active = well fitted inhibition curve with a large enough effect, not every such curve was filed as active; inactive = no such curve, though single readings can be large or run the other way; note: % is set by controls: 0 for no effect and ±100 for the full control effect; nearly all actives have a fitted effect of over 30% in size; many of its hits are not listed in these tables
# Target sequence (P63096 whole entry, looked up): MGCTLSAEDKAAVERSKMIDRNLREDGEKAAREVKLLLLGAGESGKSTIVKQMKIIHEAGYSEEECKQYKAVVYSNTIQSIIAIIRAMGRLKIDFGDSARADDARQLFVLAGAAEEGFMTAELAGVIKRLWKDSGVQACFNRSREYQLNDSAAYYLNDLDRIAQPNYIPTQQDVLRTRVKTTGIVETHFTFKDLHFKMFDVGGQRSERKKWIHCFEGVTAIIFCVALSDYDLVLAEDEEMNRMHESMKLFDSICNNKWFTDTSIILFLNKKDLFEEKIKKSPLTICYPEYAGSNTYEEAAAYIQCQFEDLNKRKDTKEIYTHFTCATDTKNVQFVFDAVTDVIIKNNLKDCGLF
# GAA glycogen mod = GAA glycogen-cleavage inhibition or activation. actives 0.38% (n = 300,000). recombinant GAA, glycogen substrate, Amplex Red glucose oxidase fluorescence. AID 2100. P10253. Potency, µM (highest dose often 76.4 µM), inactives show at the highest dose activity change, negative = inhibition, actives largely listed as inhibitors;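 note: 0% = full enzyme reaction and -100% = no-enzyme basal signal; the screen sought inhibitors and activators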
#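 Natural-substrate format: glycogen cleavage by 4 nM human enzyme, glucose read by Amplex Red coupling (Ex 573, Em 610 nm). Normalized to enzyme and no-enzyme controls.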
# SMN2 splice enh = increases expression of the SMN2 splice variant; Potency, µM (titrated, usually from 46.1 µM), without a hit: top-dose activity change, positive = activation, hits mostly activators; actives 2.8% (n = 210,000); AID 1458; HEK293 SMN2-luciferase splicing reporter, luminescence, 30-36 h; note: % of control where 0% means no effect; nearly all actives have a fitted effect of over 55% in size
#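 qHTS luciferase splicing reporter: luminescence rises when SMN2 exon 7 is included in transfected HEK293 cells. Compound exposure lasted 30-36 h at 37C, with 4.5 mM final sodium butyrate as control, followed by a ONE-Glo read.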
# ALDH1A1 inh = ALDH1A1 (human) enzyme inhibition; P00352; Purified ALDH1A1, NADH fluorescence, propionaldehyde substrate; Potency, µM (top dose mostly 75.3 µM), inactives show top-dose activity, negative = inhibition, actives largely listed as inhibitors; actives 7.3% (n = 220,000); AID 1030; active = well fitted inhibition curve with a large enough effect, not every such curve was filed as active; inconclusive = small, poorly fitted or top-dose-only effect, or another doubt; inactive = no such curve, though single readings can be large or run the other way;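 note: plate controls were no enzyme wells and a reference inhibitor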
# JMJD2E inh = blocks human JMJD2E demethylase activity; B2RXH2; Potency, µM (series often up to 57.1 µM), inactives show top-dose activity change, negative = inhibition, most hits filed as inhibitors; JMJD2E catalytic domain, FDH-coupled NADH fluorescence (FDH is formaldehyde dehydrogenase); actives 1.6% (n = 230,000); active = well fitted inhibition curve with a large enough effect, not every such curve was filed as active; inconclusive = small, poorly fitted or top-dose-only effect, or another doubt; inactive = no such curve, though single readings can be large or run the other way;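 note: 0% = wells with enzyme and -100% = buffer wells without enzyme; nearly all actives have a fitted effect of over 50% in size; many of its hits are not listed in these tables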
# Target sequence (B2RXH2 1-337 limits assumed): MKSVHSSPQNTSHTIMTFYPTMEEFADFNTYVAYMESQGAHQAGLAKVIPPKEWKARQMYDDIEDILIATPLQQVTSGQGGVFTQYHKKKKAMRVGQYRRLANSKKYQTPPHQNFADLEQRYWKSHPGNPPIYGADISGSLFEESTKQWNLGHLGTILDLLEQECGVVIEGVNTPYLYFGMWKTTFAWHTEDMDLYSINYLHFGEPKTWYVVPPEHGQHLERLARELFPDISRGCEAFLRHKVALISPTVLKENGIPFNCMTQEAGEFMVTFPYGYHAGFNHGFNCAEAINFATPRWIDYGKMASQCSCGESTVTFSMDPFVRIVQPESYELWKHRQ
# GAA inhib = alpha-glucosidase (human) inhibition. purified human GAA, 4-MU-alpha-glucoside fluorescence. actives 0.005% (n = 200,000). Potency, µM (series often up to 76.9 µM), for the others: at the top dose activity change, negative = inhibition, most hits filed as inhibitors. P10253;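 note: plate controls were uninhibited enzyme wells for no effect and no-enzyme background for full effect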
#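 AC50 values come from Hill fits of compound titrations (up to 77 uM) against 4 nM human enzyme. Substrate 4-methylumbelliferyl-alpha-D-pyranoside at 400 uM, pH 5.0 citrate buffer, 20 min room temperature; fluorescence Ex 365/Em 440 after alkaline stop.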
# Starred values were filed as active, the others as inactive; ? = inconclusive; · = no result given; [ ] = dose if it differs, or a comment. Unless noted, calls come from the whole dose curve; as a rule, active = well fitted curve in the direction sought with a large enough effect; inconclusive = small, poorly fitted or top-dose-only effect, or another doubt; inactive = no such curve, though single readings can be large; an effect the other way counts as inactive or inconclusive. Potency is the fitted concentration of half-maximal effect.
# Values run as follows: GAA spleen mod, aGal spleen mod, GoLoco inh red, GAA glycogen mod, SMN2 splice enh, ALDH1A1 inh, JMJD2E inh, GAA inhib
CCCSc1nc(N)cc(=O)[nH]1
  -0.2%, 6.2%, 6.7%, 2.2%, -23.8%, 11.3%, -0.7%, 4.7%
Cc1ccc(C(C(=O)NCc2ccco2)N(Cc2ccco2)C(=O)CNC(=O)c2ccco2)cc1 (configuration not stated)
  -25.0%, -7.0%, ·, 7.8%, ·, ?, ?, 1.8%
CCOC(=O)c1c(C)[nH]c(C)c1C(=O)COC(=O)c1cc2ccccc2cc1O
  -18.2%, 6.6%, ·, 8.0%, ·, 8.8%, -9.8%, -10.7%
Cc1ccc(SCCC(=O)Nc2cccc(N(C)S(C)(=O)=O)c2)cc1
  -2.4%, -17.3%, 9.5%, 3.5%, -41.2%, ?, 0.1%, ?
Cc1ccc(C)c(NC(=S)Nc2ncccc2C)c1
  -0.4%, -3.4%, 1.8%, -18.4%, ·, -5.6%, -17.1%, 7.4%
O=c1c2[nH]c3cccc(Cl)c3c2ncn1Cc1ccco1
  -9.6%, 5.7%, 6.4%, -8.5%, ·, ?, ?, 1.5%
Nc1nonc1C(=O)NCCNCc1cc(Br)ccc1OCc1ccc(F)cc1
  -8.0%, -4.4%, 6.7%, 2.7%, -39.8%[inhibitor], 4.9%, -4.2%, 0.2%
CCNc1nc(Oc2ccc(C(=O)OC)cc2)nc(SC)n1
  0.1%, -0.7%, 5.1%, 4.4%, 12.2%, 4.9%, 17.1%, 6.0%
COc1ccccc1C(CC(N)=O)c1ccco1 (configuration not stated)
  -12.4%, -0.9%, 11.9%, -0.1%, -10.9%, 11.4%, -1.2%, 3.5%
O=C(NCC1CCCO1)c1ccc(C(=O)NCC2CCCO2)cc1 (configuration not stated)
  4.0%, 7.6%, -16.3%, 4.5%, 15.4%, 0.1%, -1.6%, -13.0%
O=C1C2C(C(=O)N1/N=C/c1ccco1)C1C=CC2C12CC2 (configuration not stated)
  7.1%, 10.7%, -15.7%, -8.2%, -11.1%, 10µM*, 4.8%, 7.4%
O=C(c1cccc2c1-c1ccccc1C2)N1CCCCC1
  -1.3%, 10.0%, -9.4%, 1.9%, ·, ·, -1.8%, ·
CCOC(=O)CNC(=O)CSc1nnc(-c2ccncc2)n1-c1ccc(Cl)cc1
  1.7%, 7.4%, 9.5%, -4.1%, 0.6%, -4.8%, 0.6%, 7.8%
CCN(CC)S(=O)(=O)c1ccc(Oc2ccccc2)c(N)c1
  6.5%, -3.0%, 1.0%, 2.7%, -30.8%[inhibitor], 2.8%, 3.5%, 8.0%
O=C1OCCC1Sc1nnc(-c2ccc(F)cc2)n1Cc1ccccc1 (configuration not stated)
  0.3%, 0.6%, -1.7%, -7.0%, 3.8%, 0.6%, 2.0%, -6.0%
CCOc1ccc(-n2ccnc2SCC(=O)Nc2nnc(CC)s2)cc1
  -9.7%, -0.6%, 3.7%, -3.0%, -26.6%, -2.5%, 0.5%, 2.0%
O=C(CN(C(=O)CNC(=O)c1ccco1)c1ccc2c(c1)OCCO2)NC1CCCC1
  3.8%, 4.0%, 6.8%, 12.4%, -15.0%, -3.5%, -9.9%, 7.9%
Cc1ccn2cc(-c3cccc(NC(=O)c4ccccc4)c3)nc2c1
  -3.8%, -3.4%, 15.3%, 1.6%, ?, ?, 6.4%, 5.0%
O=C1OC(c2ccccc2)C2(CCCC2)C(=O)C12CCCC2 (configuration not stated)
  -3.7%, -1.1%, 0.6%, 5.8%, -19.3%, 6.5%, 5.7%, 5.4%
COc1ccc(NC2=C(C(C)=O)C(c3ccccc3)C(C(C)=O)C(C)(O)C2)cc1 (configuration not stated)
  -1.0%, -6.3%, 2.7%, -15.9%, ·, ·, -8.7%, ·

# Quoted at random: 5 entries already listed.
# Values run as follows: GAA spleen mod, aGal spleen mod, GoLoco inh red, GAA glycogen mod, SMN2 splice enh, ALDH1A1 inh, JMJD2E inh, GAA inhib
O=C1C2C(C(=O)N1/N=C/c1ccco1)C1C=CC2C12CC2 (configuration not stated)
  7.1%, 10.7%, -15.7%, -8.2%, -11.1%, 10µM*, 4.8%, 7.4%
COc1ccc(NC2=C(C(C)=O)C(c3ccccc3)C(C(C)=O)C(C)(O)C2)cc1 (configuration not stated)
  -1.0%, -6.3%, 2.7%, -15.9%, ·, ·, -8.7%, ·
O=C(c1cccc2c1-c1ccccc1C2)N1CCCCC1
  -1.3%, 10.0%, -9.4%, 1.9%, ·, ·, -1.8%, ·
CCN(CC)S(=O)(=O)c1ccc(Oc2ccccc2)c(N)c1
  6.5%, -3.0%, 1.0%, 2.7%, -30.8%[inhibitor], 2.8%, 3.5%, 8.0%
CCOc1ccc(-n2ccnc2SCC(=O)Nc2nnc(CC)s2)cc1
  -9.7%, -0.6%, 3.7%, -3.0%, -26.6%, -2.5%, 0.5%, 2.0%

# Next section.
# Values run as follows: GAA spleen mod, aGal spleen mod, GoLoco inh red, GAA glycogen mod, SMN2 splice enh, ALDH1A1 inh, JMJD2E inh, GAA inhib
Cn1c(=N)n(CC(=O)c2ccc(Br)s2)c2ccccc21
  -7.1%, -6.2%, -2.2%, -3.5%, ?, 5.7%, 8.9%, -0.8%
COc1cc2c(cc1OC)C1=CC(=O)C(=O)N1C(C)(C)C2
  1.2%, 0.7%, 19.5%, -1.9%, ·, ?, -7.2%, 6.3%
O=C(COc1ccc(Br)cc1)N1CCOCC1
  -14.0%, -8.3%, -6.9%, -3.4%, -3.8%, 0.0%, -0.3%, -0.1%
C/C(=N/NC(=O)C(C)n1nc(C)c([N+](=O)[O-])c1C)c1ccc(OCC(N)=O)cc1 (configuration not stated)
  -5.5%, 5.8%, 4.9%, 4.4%, ·, ·, 7.9%, ·
O=C(NCCc1ccc(Cl)cc1)C1CCN(S(=O)(=O)N2CCCCC2)CC1
  -1.2%, -7.2%, ·, 1.3%, ·, 0.0%, -3.3%, 0.8%
CN/C(=C\[N+](=O)[O-])NCCSCc1ccc(CN(C)C)o1
  10.0%, 3.9%, -14.6%, ·, 15.6%, -4.9%, -4.9%, ·
CCCCCCNc1nc(Cl)nc(NC(C)(C)CO)n1
  -3.3%, -2.7%, -7.4%, 4.1%, ·, -1.2%, 6.6%, 0.3%[15.4 µM]
Cn1nc(C(=O)Nc2sc3c(c2C#N)CCCC3)ccc1=O
  -1.5%, -6.1%, 17.3%, 10.1%, -14.5%, 2.24µM*, 1.7%, -6.8%
CCOC(=O)c1cccc(NC(=O)CSc2nnc(-c3cccnc3)n2C)c1
  4.8%, 4.4%, 8.3%, 4.5%, -10.2%, 13.0%, 7.9%, -6.4%
CN(C)/C=C/C(=O)c1cccc([N+](=O)[O-])c1
  0.8%, 0.7%, -1.9%, 6.6%, 7.9%, ?, -1.5%, -4.1%
Cc1onc(-c2c(F)cccc2Cl)c1C(=O)OCn1nnc2ccccc2c1=O
  -18.8%, 28.5%, 5.0%, 0.5%, -26.0%, -2.9%, -4.9%, -3.5%
CC1=Nc2cccc([N+](=O)[O-])c2NC(=O)C1
  ·, -2.1%, 2.1%, 4.6%, -10.2%, 4.2%, -2.9%, -4.9%
COC(=O)c1ccc(C(NC(=O)OCc2ccccc2)/C(I)=C/[C@@H](C)C(=O)Nc2ccccc2)cc1 (some centres not stated)
  5.1%, 9.1%, 4.3%, ·, 14.2%, 3.3%, -3.4%, ·
CSc1nc(-c2ccco2)cc(-c2ccccc2)c1C#N
  -5.5%, 4.9%, 17.6%, -1.3%, -4.9%, ?, ?, -13.4%
C=C(C)C1CC=C(C)/C(=N/NC(=O)c2ccccc2[N+](=O)[O-])C1 (configuration not stated)
  ·, -14.6%, 3.9%, 0.9%, -33.4%[inhibitor], -12.8%, -0.2%, -9.7%
CCC(C)NC(=O)C1CCCN1S(=O)(=O)c1ccc(Cl)cc1 (configuration not stated)
  0.6%, 11.9%, -3.5%, -0.1%, -0.1%, 6.7%, -2.5%, 3.8%
CCCNC(=O)CC1Sc2ccccc2NC1=O (configuration not stated)
  1.1%, 7.7%, 12.0%, 6.5%, 5.6%, 3.0%, 0.9%, -8.6%
CCS(=O)c1ccccc1C(=O)O (configuration not stated)
  17.4%, 19.8%, -3.8%, -22.8%, 10.6%, ?, -20.1%, -15.9%
COc1cccc(/C=N/Nc2ccc(S(=O)(=O)O)cc2)c1O
  1.3%, -3.0%, 2.3%, 7.88µM*, -4.9%, 10µM*, ?, 5.1%
CSCC[C@H](NC(=O)Nc1ccc(C)cc1C)C(=O)O
  -14.4%, -10.6%, 8.6%, 3.6%, -5.2%, 5.4%, 9.5%, -18.4%[15.4 µM]
Cc1cc(NC(=O)C2CCCCC2)ncc1NC(=O)c1ccccn1
  -5.4%, 2.0%, 10.8%, -7.5%, 8.1%, -10.8%, -0.6%, 7.5%
CN(CC(=O)N1CCCCCC1)S(=O)(=O)c1ccc(Br)s1
  -2.5%, -1.2%, 3.3%, 1.9%, -4.9%, ?, 7.9%, ?
CC1CC(NC(=O)/C(C#N)=C/c2ccc[nH]2)CC(C)(C)C1 (configuration not stated)
  0.3%, -1.5%, 10.8%, 1.4%, ·, 8.6%, 3.9%, -24.1%
CC(C)(C)NC(=O)C(=O)NCc1ccncc1
  -3.9%, 3.2%, -2.5%, -1.0%, -1.5%[1.84 µM], 5.7%, 3.1%, 1.8%
O=C(Nc1ccc(OCC(F)(F)C(F)F)c(C(F)(F)F)c1)c1ccccc1O
  -0.9%, 4.1%, 6.9%, -13.1%, -30.1%[inhibitor], 2.3%, ?, -0.3%
CCc1nnc(NC(=O)CSc2nnc(COc3ccc(C)cc3)n2-c2ccccc2)s1
  -14.1%, ?, -4.4%, -11.2%, 7.0%, -4.0%, 9.0%, 4.9%
c1ccc(N/N=C(\Cc2ncc[nH]2)c2ccccc2)cc1
  ·, -0.7%, 19.7%, ?, -8.1%, 7.08µM*, ?, -7.7%
Cc1cc(Cl)ccc1NC(=S)NCc1ccc(S(N)(=O)=O)cc1
  4.7%, 10.7%, 0.4%, -8.6%, ·, -8.1%, -2.8%, 6.0%
c1ccc(Cn2c(NCc3ccncc3)nc3ccccc32)cc1
  -1.7%, 5.2%, 9.4%, -7.0%, ·, 25.1µM*, -29.9%, 9.1%

# Source: PubChem (National Center for Advancing Translational Sciences (NCATS))

# Only part of the results is shown; rates above refer to the full screens.
